ALDH1A1 inh: blocks purified human ALDH1A1 activity; 7.3% of 220,000 active; Potency, µM (doses to about 75.3 µM), for the others: at the top dose activity, negative = inhibition, hits mostly inhibitors; Purified ALDH1A1, NADH fluorescence, propionaldehyde substrate; AID 1030; P00352; active = well fitted inhibition curve with a large enough effect, not every such curve was filed as active; inconclusive = small, poorly fitted or top-dose-only effect, or another doubt; inactive = no such curve, though single readings can be large or run the other way;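 note: plate controls were no enzyme wells and a reference inhibitor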
NPSR antagonist: antagonists of human neuropeptide S receptor cAMP signaling | Q6W5P4 | CHO-NPSR cells, cAMP TR-FRET, antagonist mode | Potency, µM (titrated, usually from 38.3 µM), for inactives: at the highest dose activity change, negative = inhibition, actives largely listed as inhibitors | 1% of 220,000 active; note: % is set by controls: 0 for no effect and ±100 for the full control effect; nearly all actives have a fitted effect of over 50% in size; many of its hits are not listed in these tables
Target sequence (Q6W5P4 whole entry, looked up): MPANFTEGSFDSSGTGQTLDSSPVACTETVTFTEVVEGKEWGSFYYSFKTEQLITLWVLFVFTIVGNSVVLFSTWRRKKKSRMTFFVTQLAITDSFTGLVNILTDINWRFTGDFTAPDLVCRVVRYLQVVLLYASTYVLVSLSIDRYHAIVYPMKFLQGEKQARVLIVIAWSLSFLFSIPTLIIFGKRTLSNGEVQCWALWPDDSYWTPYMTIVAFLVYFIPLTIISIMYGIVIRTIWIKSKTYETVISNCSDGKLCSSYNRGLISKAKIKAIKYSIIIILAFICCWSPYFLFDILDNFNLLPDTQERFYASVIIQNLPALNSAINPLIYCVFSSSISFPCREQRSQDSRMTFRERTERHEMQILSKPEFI
GAA spleen mod: lysosomal alpha-glucosidase (human) modulation; P10253; human spleen homogenate, 4-MU-alpha-glucoside fluorescence; Potency, µM (series often up to 79.9 µM), for inactives: at the top dose activity change, negative = inhibition, usual class: inhibitors; 0.006% of 240,000 active; AID 2112;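 note: 0% = enzyme with vehicle and -100% = no enzyme basal signal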
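Human spleen homogenate (1 ug) incubated with compounds and 1 mM 4-methylumbelliferyl-alpha-D-glucopyranoside in pH 5.0 citrate/phosphate buffer, 37 C, 40 min. Stopped at pH 10; 4-MU fluorescence (Ex 365/Em 440 nm); AC50 by Hill fit.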
Epigenetic reg: regulators of epigenetic silencing causing reporter derepression in mouse cells | murine LDR cells, GFP reporter derepression, 30 h | Potency, µM (titrated, usually from 53.9 µM), inactives show at the highest dose GFP activation, actives largely listed as activators | 0.2% of 280,000 active; note: % of control where 0% means no effect; nearly all actives have a fitted effect of over 60% in size
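Readout is the number of GFP-expressing murine LDR cells, counted by cytometry following washing. Cells were treated with compound for 30 h at 37 C; the stably integrated CMV-GFP locus is normally silent.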
GAA glycogen: inhibitors or activators of human alpha-glucosidase glycogen cleavage; P10253; recombinant GAA, glycogen substrate, Amplex Red glucose oxidase fluorescence; Potency, µM (series often up to 76.4 µM), without a hit: at the highest dose activity change, negative = inhibition, actives largely listed as inhibitors; 0.38% of 300,000 active; AID 2100;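 note: 0% = full enzyme reaction and -100% = no-enzyme basal signal; the screen sought inhibitors and activators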
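Natural-substrate format: glycogen cleavage by 4 nM human enzyme, glucose read by Amplex Red coupling (Ex 573, Em 610 nm). Normalized to enzyme and no-enzyme controls.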
aGal spleen mod: inhibits or activates alpha-galactosidase in human spleen homogenate. human spleen homogenate, 4MU-alpha-Gal fluorescence, 40 min. 0.008% of 240,000 active. Potency, µM (series often up to 80 µM), for inactives: at the top dose activity change, negative = inhibition, most hits filed as inhibitors. P06280;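 note: 0% = enzyme with vehicle and -100% = no enzyme basal signal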
Target sequence (P06280 32-429 limits assumed): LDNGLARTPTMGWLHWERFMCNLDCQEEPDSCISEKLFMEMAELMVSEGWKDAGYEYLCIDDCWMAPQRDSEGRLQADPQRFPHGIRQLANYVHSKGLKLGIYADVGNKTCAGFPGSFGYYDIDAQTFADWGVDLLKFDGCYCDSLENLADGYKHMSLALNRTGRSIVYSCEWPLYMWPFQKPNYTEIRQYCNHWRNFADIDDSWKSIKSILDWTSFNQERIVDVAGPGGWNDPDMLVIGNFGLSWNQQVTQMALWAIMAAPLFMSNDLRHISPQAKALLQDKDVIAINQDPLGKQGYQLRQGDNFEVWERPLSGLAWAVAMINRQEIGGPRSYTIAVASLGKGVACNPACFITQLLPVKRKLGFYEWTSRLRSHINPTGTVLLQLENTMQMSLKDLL
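Inhibition or activation of alpha-galactosidase in human spleen homogenate is scored by 4-MU fluorescence after 40 min at 37C, pH 5.0, with 1 mM substrate. AC50s come from concentration-response fitted to the Hill equation.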
GAA inh: inhibitors of human lysosomal alpha-glucosidase; Potency, µM (top dose mostly 76.9 µM), for inactives: top-dose activity change, negative = inhibition, hits mostly inhibitors; purified human GAA, 4-MU-alpha-glucoside fluorescence; AID 1466; P10253; 0.005% of 200,000 active;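 note: plate controls were uninhibited enzyme wells for no effect and no-enzyme background for full effect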
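AC50 values come from Hill fits of compound titrations (up to 77 uM) against 4 nM human enzyme. Substrate 4-methylumbelliferyl-alpha-D-pyranoside at 400 uM, pH 5.0 citrate buffer, 20 min room temperature; fluorescence Ex 365/Em 440 after alkaline stop.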
Tau fluor counter: counter-screen for tau fibril formation inhibitors | tau K18 P301L (four-repeat tau fragment) Alexa594 fluorescence, heparin fibrillization | Potency, µM (top dose mostly 57.7 µM), for the others: at the top dose activity change, negative = decrease | 0.93% of 280,000 active; note: % is set by controls: 0 for no effect and ±100 for the full control effect; nearly all actives have a fitted effect of over 55% in size
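Human K18 P301L tau (15 uM unlabeled plus 0.24 uM Alexa 594-labeled, final) in 100 mM sodium acetate pH 7 was mixed with compound and 20 uM heparin and incubated 6 hr at 37 C.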
Starred values were filed as active, the others as inactive; ? = inconclusive; / = not tested or not shown; & = joins results of further samples; [ ] = remark or other dose. Unless noted, calls come from the whole dose curve; as a rule, active = well fitted curve in the direction sought with a large enough effect; inconclusive = small, poorly fitted or top-dose-only effect, or another doubt; inactive = no such curve, though single readings can be large; an effect the other way counts as inactive or inconclusive. Potency is the fitted concentration of half-maximal effect.

cpd	SMILES	ALDH1A1 inh	NPSR antagonist	GAA spleen mod	Epigenetic reg	GAA glycogen	aGal spleen mod	GAA inh	Tau fluor counter
1	Cc1cc(C(=O)Nc2cccc(C(=O)O)c2)oc1C	6%	-2%[46.1 µM]	-5%	-2.2%	-8%	4%	-12%	8%
2	CC(C)n1c(SCC(N)=O)nc2c1c(=O)n(C)c(=O)n2C	0%	3%[46.1 µM]	5%	-1.0%	1%	8%	-5%	7%
3	CCOC(=O)c1c(N)sc(C(O)(C(F)(F)F)C(F)(F)F)c1-c1ccc(F)cc1	-5%	-23%[46.1 µM]	-3%	0.1%	-9%	-2%	0%	?
4	COc1ccc(N(C)C(=O)c2ccc3snnc3c2)cc1	-7%	4%	1%	4.9%	0%	1%	5%	-5%
5	COc1ccc(OC)c(-n2c(=S)[nH]c3cc(C(=O)N(C)Cc4ccccc4)ccc3c2=O)c1	?	-12%	-13%	-1.1%	-4%	-4%	-3%	-17%
6	Cn1cccc1Cc1nnc(SCC(=O)NC2CCCCC2)n1-c1ccc(F)cc1	20µM*	4%[46.1 µM]	1%	1.8%	14%	15%	-6%	-6%
7	CC(C)NC[C@H](O)c1cc(O)cc(O)c1	-14%[20.9 µM]	/	-5%[29.1 µM]	3.8%[16.9 µM]	/	1%[29.1 µM]	/	/
8	Cc1oc2ccc(OCc3ccc(F)cc3Cl)cc2c1C(=O)O	/	19%	-6%	0.0%	2%	-6%	/	-11%
9	CC(Oc1ccccc1)c1nnc(N)s1 (configuration not stated)	14%	5%	-8%	1.1%	-14%	-1%	12%	10%[2.34 µM]
10	CCCC1CCc2c(sc(NC(=O)OCC)c2C#N)C1 (configuration not stated)	?	-7%	3%	0.0%	6%	11%	-1%	8%
11	O=C(CN1CCCCC1)Nc1cccc(Cl)c1	8%	2%	/	-1.2%	6%	-3%	-4%	1%
12	O=C1CCCN1CCCNS(=O)(=O)c1cccc(F)c1	3%	7%	0%	1.1%	1%	4%	-4%	2%
13	CCn1c(CSCc2ccc(F)cc2)nnc1SCC(=O)NCc1ccccc1	9%	-21%[46.1 µM]	1%	-0.1%	0%	9%	-13%	-8%
14	COc1cc2nc(Cl)nc(N3CCN(C)CC3)c2cc1OC	-9%	0%	4%	0.0%	/	-23%	4%	-1%
15	COc1cc(C(=O)NCCOc2ccccc2)c(Br)c(OC)c1OC	?	-9%[46.1 µM]	-7%	-3.4%	3%	4%	?	-5%
16	O=C(Nc1ccc2c(c1)OCO2)C1Cc2ccccc2CN1S(=O)(=O)c1cccs1 (configuration not stated)	-10%	-11%[46.1 µM]	6%	0.0%	-8%	8%	3%	-28%

Arranged by the number under ALDH1A1 inh (low to high): five of the compounds above
no.	smiles	ALDH1A1 inh	NPSR antagonist	GAA spleen mod	aGal spleen mod	GAA inh
16	O=C(Nc1ccc2c(c1)OCO2)C1Cc2ccccc2CN1S(=O)(=O)c1cccs1 (configuration not stated)	-10%	-11%[46.1 µM]	6%	8%	3%
14	COc1cc2nc(Cl)nc(N3CCN(C)CC3)c2cc1OC	-9%	0%	4%	-23%	4%
12	O=C1CCCN1CCCNS(=O)(=O)c1cccc(F)c1	3%	7%	0%	4%	-4%
13	CCn1c(CSCc2ccc(F)cc2)nnc1SCC(=O)NCc1ccccc1	9%	-21%[46.1 µM]	1%	9%	-13%
9	CC(Oc1ccccc1)c1nnc(N)s1 (configuration not stated)	14%	5%	-8%	-1%	12%

The list continues:
cpd	SMILES	ALDH1A1 inh	NPSR antagonist	GAA spleen mod	Epigenetic reg	GAA glycogen	aGal spleen mod	GAA inh	Tau fluor counter
17	CC(C)NC(=O)CSc1nnc(-c2ccc(S(=O)(=O)N3CCCC3)cc2)n1CC1CCCO1 (configuration not stated)	?	-12%[46.1 µM]	-3%	-2.0%	3%	-8%	-4%	2%
18	OC(c1ccccc1)(c1ccccc1)C1CCN(C(=S)NC2CCCC2)CC1	?	-25%	-1%	-0.7%[10.1 µM]	-18%	4%	-30%	-4%
19	O=C(Nc1ccc2c(c1)OCCO2)C1CC1c1ccccc1 (configuration not stated)	-3%	6%	4%	0.0%	-1%	4%	-4%	-3%
20	COc1ccc(C2CC(c3ccccc3)Nc3nc(NS(C)(=O)=O)nn32)cc1 (configuration not stated)	/	3%	-9%	1.4%	-11%	-1%	/	?
21	COc1ccc(NC(=O)c2sccc2SCc2cccc(C(F)(F)F)c2)cc1	-6%	?	-17%	-1.1%	-9%	-14%	?	?
22	CCCC1COC(Cn2cncn2)(c2ccc(C)cc2)O1 (configuration not stated)	9%	?	0%	0.0%	-1%	9%	-1%	1%
23	COc1ccc(OC)c(S(=O)(=O)NCc2csc(-c3ccccc3)n2)c1	-4%	-4%[46.1 µM]	-1%	0.0%	-1%	2%	3%	-1%
24	COc1cccc(S(=O)(=O)Nc2ccc3sc(C)nc3c2)c1	?	-7%[46.1 µM]	-7%	4.8%	-2%	-8%	-8%	-17%
25	CCCCOc1ccc(CCC(=O)N/N=C/c2ccco2)cc1	-13%	?	-7%	0.0%	-3%	10%	-9%	-22%
26	CCCCSCCCNC(=O)Nc1ccc(C)c(C)c1	?	-15%	-10%	0.9%	0%	-1%	-10%	?
27	COc1cc(O)c(C(CC(=O)N2CCOCC2)c2ccc3c(c2)OCO3)c(OC)c1 (configuration not stated)	/	12%	-8%&1%	0.4%	5%	17%&3%	/	-13%
28	COC(=O)c1ccc(COc2ccccc2/C=C(\C#N)C(=O)Nc2ccccc2C)cc1	11%	-15%	-4%	0.0%	-6%	4%	0%	2%
29	CCN(CC)C(=O)c1ccc2c(c1[N+](=O)[O-])C(=O)c1ccccc1C2=O	9%	6%[46.1 µM]	-4%	3.4%	6%	-2%	-4%	0%
30	COc1ccc(C)cc1NC(=O)Nc1cnccn1	9%	6%	8%	-1.5%	2%	12%	12%	-9%
31	CCOc1ccccc1N1C(=O)CC(Sc2n[nH]c(-c3ccccc3)n2)C1=O (configuration not stated)	11µM*	17%	2%	5.5%	-9%	4%	7%	-11%
32	Cc1ccccc1C(=O)Nc1c2c(nc3ccccc13)CCCC2	10%	-35%	1%	-1.0%	9%	2%	?	-9%
33	CC1=CC2=NC(=O)/C(=C\c3cccn3CCOc3ccc(C)c(C)c3)C(=N)N2O1	?	-47%	-15%	2.8%	7%	-2%	-4%	?
34	Cc1ccccc1NC(=S)NC(C)C(c1ccccc1)N1CCN(C)CC1 (configuration not stated)	5%	4%	/	3.6%	7%	0%	0%	1%
35	Oc1ccc(C(=S)N2CCCCC2)cc1	22µM*	-11%[46.1 µM]	-7%	-1.0%	19%	-4%	-9%	-12%
36	CC1CN(Cc2ccccc2)c2nc3c(c(=O)n(C)c(=O)n3C)n2C1 (configuration not stated)	1%	-4%[46.1 µM]	-9%	1.3%	2%	-11%	-10%	-15%
37	O=C(Cc1ccccc1)Nc1ccccc1Sc1ccccc1	?	-36%	-1%	0.4%	-10%	-7%	0%	6%
38	Cn1c(SCC(=O)NC2CCCC2)nnc1-c1ccncc1	3%	11%	-3%	-3.4%	12%	1%	11%	7%
39	CCOc1ccc(C(=O)NCc2cccnc2)cc1	-1%	-5%[46.1 µM]	-6%	3.7%	-15%	5%	-11%	2%
40	CN(C)C(C(=O)NC1CCCCC1)c1ccc(Cl)cc1 (configuration not stated)	19%	-6%[46.1 µM]	-3%	-1.0%	4%	12%	-2%	9%

Values by screen from the entries so far.
Entries 33–40 in Epigenetic reg read 2.8%, 3.6%, -1.0%, 1.3%, 0.4%, -3.4%, 3.7%, -1.0%
Entries 33–40 in NPSR antagonist read -47%, 4%, -11%[46.1 µM], -4%[46.1 µM], -36%, 11%, -5%[46.1 µM], -6%[46.1 µM]

More records follow.
cpd	SMILES	ALDH1A1 inh	NPSR antagonist	GAA spleen mod	Epigenetic reg	GAA glycogen	aGal spleen mod	GAA inh	Tau fluor counter
41	O=C1CSC(c2cccnc2)N1Cc1ccc(Cl)cc1 (configuration not stated)	/	1%[7.67 µM]	-1%	1.1%	-2%	8%	/	-2%
42	OC1(c2ccc(OC(F)F)cc2)CSC(=Nc2cccnc2)N1C1CC1 (configuration not stated)	6%	-15%[46.1 µM]	-9%	-1.2%	-4%	-11%	0%	-7%
43	COc1cc(/C=C2\SC(=S)N(C(Cc3ccccc3)C(=O)O)C2=O)ccc1O (configuration not stated)	/	3%[7.67 µM]	-16%	0.0%	-23%	4%	/	-17%
44	CCOC(=O)N1CCN(Cc2nc(-c3cccc(C)c3)no2)CC1	6%	-7%[46.1 µM]	0%	0.0%	2%	2%	6%	-6%
45	COc1ccc(/C=C2\SC(=O)N(CCNC(=O)C3CCN(S(=O)(=O)c4cccs4)CC3)C2=O)cc1	?	16%	5%	3.8%	5%	6%	-13%	-10%
46	COc1ccc(-c2cnn3c4c(c(C)nc23)CCN4C2CCCC2)cc1OC	3%	3%[46.1 µM]	3%	-0.9%	4%	0%	-4%	-26%
47	Cc1cc(C(=O)N/N=C/c2ccc([N+](=O)[O-])cc2)c2ccccc2n1	4%	-3%	2%	3.2%	2%	0%	-4%[15.4 µM]	-25%
48	Cn1nc(C(C)(C)C)cc1C(=O)NNC(=O)c1cccc(Cl)c1	2%	2%	-2%	-0.3%	3%	2%	-3%	-6%
49	CC(C)=C1C(=O)NN(c2ccc(C)c(Cl)c2)C1=O	10%	5%	-1%	-3.2%	?	-1%	2%	-22%
50	CCOC(=O)COc1cc(Br)c(C2NC(=O)NC(C)=C2C(C)=O)cc1OCC (configuration not stated)	15%	-14%[46.1 µM]	-9%	0.0%	2%	1%	-3%	-4%
51	O=C(NCc1ccccc1)C1CCN(S(=O)(=O)N2CCOCC2)CC1	-7%	-3%[46.1 µM]	-6%	-0.3%	-11%	-10%	-2%	-4%
52	CCOC(=O)c1c(C)oc2cc(Br)c(OC(C)C(=O)OCC)cc12 (configuration not stated)	0%	-17%[46.1 µM]	8%	-1.5%	1%	11%	?	-14%
53	O=C(NCC1CCCO1)c1c(O)c2cccc3c2n(c1=O)CCC3 (configuration not stated)	?	-17%[46.1 µM]	-1%	-1.0%	12%	-5%	-4%	-11%
54	CCOc1ccc2ccccc2c1/C=N/n1cncn1	?	-16%[46.1 µM]	-3%	1.1%	-6%	9%	1%	5%
55	Cc1cc(C)n(-c2nc(-c3ccccc3)cs2)n1	7%	-8%[46.1 µM]	-8%	2.1%	-8%	2%	-1%	-22%
56	COCCCNC(=S)N1CCC(NC(=O)c2ccco2)CC1	8%	13%	-9%	2.3%	2%	-13%	7%	10%
57	O=C(Cn1ccc2ccccc2c1=O)NCCC(=O)N1CCN(C2CCCCC2)CC1	?	4%[46.1 µM]	-4%	0.8%	-1%	4%	2%	1%

Not all compounds are listed; rates above refer to the full screens.
